PKA-R2B activ: activators of human PKA-R2B complex; activation, % at 11.4 µM; 340,000 tested, 0.079% active; PKA-R2B holoenzyme dissociation, Cy5-IP20 fluorescence polarization; R2B truncated from residue 108, S112A mutant; 0% DMSO only, 100% 113 µM cGMP;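 active means activation above a cutoff set at the mean over all compounds plus 3 SD, cut at about 18% in these data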;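 further: higher means more holoenzyme dissociation and a rise in polarization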
Cardiac RTF inh: cardiac RTF calcium desensitization. P19429+P45379. IANBD-labeled cardiac RTF, Ca2+ fluorescence. inhibition, % at 7.15 µM. 340,000 tested, 0.12% active. AID 493244;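 active means inhibition above the mean inhibition of all tested compounds plus 3 SD, cut at about 17% in these data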;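 further: assay run at fixed EC70 calcium of 1.6 mM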
CAL PDZ FP-1: CAL PDZ (human) peptide binding inhibition; purified CAL PDZ, TMR-peptide fluorescence polarization, 1 h; inhibition, % at 24.9 µM; 300,000 tested, 0.92% active; AID 602252;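 active means mean inhibition of at least 30% with at least half of replicates also reaching 30%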;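 further: 0% = DMSO neutral control and 100% = excess unlabeled competitor peptide PRC23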
SR-BI uptake up: activators of SR-BI mediated HDL lipid uptake. CHO ldlA[mSR-BI] cells, DiI-HDL uptake fluorescence, 3 h; 100 = double the neutral-control signal. activation, % at 12.5 µM. AID 504775. 320,000 tested, 0.096% active;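 active means mean replicate activation of at least 60% and every replicate at or above 60%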;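 further: 0% = median plate neutral-control signal and 100% = twice that signal; values of inactives mirror those of a sister screen read the other way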
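Test system: SR-BI-overexpressing, LDLR-lacking CHO cells. Measured by: DiI fluorescence, bottom read. Medium: Ham's F12 with 0.5% BSA, HEPES 25 mM, pH 7.4. Timing: 3 h uptake period with compound, 37 °C.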
Rtt109 HAT inh: blocks Candida albicans Rtt109/Vps75 acetyltransferase activity | inhibition, % at 34.9 µM | purified Rtt109/Vps75, ThioGlo CoA-SH fluorescence, 4 h | 330,000 tested, 0.16% active;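 active means inhibition of at least 50% in every replicate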
Target sequence (Q5AAJ8 whole entry, looked up): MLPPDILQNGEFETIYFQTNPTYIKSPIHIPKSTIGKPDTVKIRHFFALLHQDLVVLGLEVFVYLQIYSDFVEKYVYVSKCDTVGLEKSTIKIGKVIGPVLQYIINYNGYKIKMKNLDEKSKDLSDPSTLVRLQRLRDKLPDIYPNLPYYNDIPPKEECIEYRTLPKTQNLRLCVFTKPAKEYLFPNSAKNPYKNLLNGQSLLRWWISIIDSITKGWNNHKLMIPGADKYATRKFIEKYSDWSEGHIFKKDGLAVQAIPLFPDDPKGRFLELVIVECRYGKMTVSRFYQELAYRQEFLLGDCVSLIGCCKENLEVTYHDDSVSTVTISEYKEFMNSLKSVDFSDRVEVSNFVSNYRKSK
Keap1 Nrf2 FP: disrupts human Keap1 binding to Nrf2 peptide; Q14145; Keap1 Kelch-Nrf2 peptide fluorescence polarization, 1536-well; inhibition, % at 9.4 µM; 340,000 tested, 0.15% active; in the data active means inhibition above about 12%;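 further: human Keap1 Kelch domain with fluorescein labeled Nrf2 9mer peptide probe; 0% = neutral control wells and 100% = peptide positive control; higher means more block of Keap1 binding to Nrf2 peptide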
Target sequence (Q14145 whole entry, looked up, the tested form may be a part): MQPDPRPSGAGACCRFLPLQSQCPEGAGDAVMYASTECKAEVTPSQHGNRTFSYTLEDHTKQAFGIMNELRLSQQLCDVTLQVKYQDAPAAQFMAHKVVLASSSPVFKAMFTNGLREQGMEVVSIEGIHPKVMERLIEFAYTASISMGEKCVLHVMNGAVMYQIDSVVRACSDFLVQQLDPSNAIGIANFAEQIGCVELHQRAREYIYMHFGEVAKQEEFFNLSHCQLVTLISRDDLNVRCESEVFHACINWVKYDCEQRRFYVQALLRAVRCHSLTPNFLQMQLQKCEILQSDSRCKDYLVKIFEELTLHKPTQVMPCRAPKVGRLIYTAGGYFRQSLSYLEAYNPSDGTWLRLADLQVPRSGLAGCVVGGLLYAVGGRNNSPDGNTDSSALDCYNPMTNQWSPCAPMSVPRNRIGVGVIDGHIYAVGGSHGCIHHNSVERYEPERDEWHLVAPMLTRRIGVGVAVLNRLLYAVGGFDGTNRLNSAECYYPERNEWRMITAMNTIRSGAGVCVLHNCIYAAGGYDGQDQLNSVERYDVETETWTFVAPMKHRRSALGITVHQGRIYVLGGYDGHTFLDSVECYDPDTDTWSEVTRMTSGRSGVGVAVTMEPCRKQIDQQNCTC
C-LANA FP: KSHV C-LANA DNA binding inhibition; MBP-C-LANA/FAM-LBS DNA binding, fluorescence polarization; AID 504423; 340,000 tested, 0.078% active; inhibition, % at 9 µM;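 active means highest replicate inhibition at or above 60% at 9 µM, even if other replicates fall short; inactive means all replicates below 60% inhibition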;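 further: 0% = neutral control wells and 100% = 4 µM acridine orange control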
RTF Ca sens act: increases calcium sensitivity of human cardiac regulated thin filaments; P19429+P45379; IANBD-labeled TnC RTF fluorescence at EC20 calcium; 0% EC20 calcium, 100% full calcium; activation, % at 7.2 µM; 340,000 tested, 0.24% active;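 active means activation above the mean over all tested compounds plus 3 SD, cut at about 30% in these data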;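 further: rise in fluorescence read as greater calcium sensitivity of cardiac thin filaments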
DAGLB inh: diacylglycerol lipase beta (human) inhibition. 340,000 tested, 0.059% active. HEK293T DAGLB membrane lysate, EnzChek fluorogenic substrate. Q8NCG7. inhibition, % at 5.17 µM; in the data active means inhibition above about 34%;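 further: 0% = enzyme with vehicle and 100% = wells lacking enzyme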
CAL PDZ FP-2: human CAL PDZ-peptide interaction inhibition; Q9HD26; purified CAL PDZ, TMR-peptide fluorescence polarization, 1 h; inhibition, % at 20 µM; 330,000 tested, 0.02% active; AID 504414;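 active means highest replicate inhibition of at least 40%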;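 further: plate controls were DMSO neutral control wells for no effect and unlabeled competitor peptide control wells for full effect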
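Material – purified CerCALP PDZ construct · Detection – FP readout, S and P plane fluorescence · Measure – percent inhibition from loss of millipolarization · Controls – unlabelled peptide for full inhibition, DMSO wells as neutral · Probe or stimulus – TMR-labelled reporter peptide T*-PRC34 bound in PDZ groove · Times – 1 h at RT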
* = called active by the depositor.

For CN(C(=O)COC(=O)c1cc2c(s1)CCCCC2)c1ccccc1 the results were PKA-R2B activ -21, Cardiac RTF inh 5, SR-BI uptake up -1, Rtt109 HAT inh 11, Keap1 Nrf2 FP -2, C-LANA FP -2.5, RTF Ca sens act -8, DAGLB inh -1 and CAL PDZ FP-2 -1.1.
C=CCNc1nc(C)c(CNc2c(C)cc(C)cc2C)nc1C#N was read as PKA-R2B activ -3, Cardiac RTF inh -16, CAL PDZ FP-1 0, SR-BI uptake up -3, Rtt109 HAT inh -2, Keap1 Nrf2 FP -5, C-LANA FP 3.3, RTF Ca sens act 8, DAGLB inh -2 and CAL PDZ FP-2 -3.0.
CNS(=O)(=O)c1ccc(NC(=O)c2cncc(Br)c2)cc1 was read as PKA-R2B activ -15, Cardiac RTF inh -5, CAL PDZ FP-1 -3, SR-BI uptake up 12, Rtt109 HAT inh 11, Keap1 Nrf2 FP -4, C-LANA FP -2.3, RTF Ca sens act -2, DAGLB inh -2 and CAL PDZ FP-2 -0.6.
`CCn1nc(C)c(CN2CCc3c([nH]c4ccccc34)C2C(C)(C)C)c1C` (stereo unspecified) gave PKA-R2B activ -2, Cardiac RTF inh 7, CAL PDZ FP-1 -6, SR-BI uptake up 12, Rtt109 HAT inh -1, Keap1 Nrf2 FP 3, C-LANA FP -0.1, RTF Ca sens act -2, DAGLB inh -3 and CAL PDZ FP-2 -0.6.
Screening COc1ccc(/C(C)=N/NC(=O)CNC(=O)c2cccs2)cc1OC returned PKA-R2B activ -8, Cardiac RTF inh -5, CAL PDZ FP-1 -3, SR-BI uptake up 25, Rtt109 HAT inh 1, Keap1 Nrf2 FP -6, C-LANA FP -0.1, RTF Ca sens act -2, DAGLB inh 0 and CAL PDZ FP-2 -2.1.
Screening CCOc1ccc(C2C(C(=O)c3ccc(C)o3)=C(O)C(=O)N2c2nc(C)c(C(=O)OC)s2)cc1 (stereo unspecified) returned PKA-R2B activ -3, Cardiac RTF inh 1, CAL PDZ FP-1 -10, SR-BI uptake up 8, Rtt109 HAT inh 6, Keap1 Nrf2 FP -5, C-LANA FP 0.9, RTF Ca sens act -9, DAGLB inh 5 and CAL PDZ FP-2 -8.6.
For CCNC(=S)NNC(=O)c1csc2ccccc12 the results were PKA-R2B activ -1, Cardiac RTF inh 1, CAL PDZ FP-1 -1, SR-BI uptake up 3, Rtt109 HAT inh 11, Keap1 Nrf2 FP -6, C-LANA FP 0.9, RTF Ca sens act 0, DAGLB inh 1 and CAL PDZ FP-2 -1.0.
Screening COC(=O)Cn1ncc(N(C)Cc2ccccc2)c(Cl)c1=O returned PKA-R2B activ 4, Cardiac RTF inh -8, CAL PDZ FP-1 -5, Rtt109 HAT inh 3, Keap1 Nrf2 FP 3, C-LANA FP -1.2, RTF Ca sens act -10, DAGLB inh 0 and CAL PDZ FP-2 -1.6.
`Nc1cccc(S(=O)(=O)Nc2ccccc2)c1` gave PKA-R2B activ -6, Cardiac RTF inh -6, CAL PDZ FP-1 1, SR-BI uptake up 22, Rtt109 HAT inh -8, Keap1 Nrf2 FP 0, C-LANA FP 2.8, RTF Ca sens act 1, DAGLB inh 0 and CAL PDZ FP-2 -3.7.
For Cc1ccc2oc(-c3ccc(NC(=O)c4ccc5c(c4)OCO5)cc3)nc2c1 the results were PKA-R2B activ 3, Cardiac RTF inh 0, CAL PDZ FP-1 -3, SR-BI uptake up -60, Rtt109 HAT inh -12, Keap1 Nrf2 FP 3, C-LANA FP 1.6, RTF Ca sens act -8, DAGLB inh -2 and CAL PDZ FP-2 -2.3.
COc1ccc(-n2c(CNC(=O)c3cc(OC)c(OC)c(OC)c3)n[nH]c2=S)cc1 was read as PKA-R2B activ -6, Cardiac RTF inh -3, CAL PDZ FP-1 2, SR-BI uptake up 26, Rtt109 HAT inh -9, Keap1 Nrf2 FP -4, C-LANA FP -1.0, RTF Ca sens act -5 and DAGLB inh 2.
`Cc1ccc2cccc(OCCCOc3ccccc3CO)c2n1` gave PKA-R2B activ 4, Cardiac RTF inh -2, SR-BI uptake up -29, Rtt109 HAT inh -12, Keap1 Nrf2 FP 2, C-LANA FP -2.6, RTF Ca sens act -1, DAGLB inh -3 and CAL PDZ FP-2 -0.3.
For O=C(CCCN1C(=O)CSc2ncccc21)N1CCN(Cc2ccccc2)CC1 the results were PKA-R2B activ -7, Cardiac RTF inh -3, SR-BI uptake up -2, Rtt109 HAT inh 5, Keap1 Nrf2 FP 2, C-LANA FP -1.5, RTF Ca sens act -4, DAGLB inh -2 and CAL PDZ FP-2 -0.8.
C=CCc1cc(/C=N/NC(=O)CSc2nnc(CCCc3ccc(OC)cc3)o2)cc(OC)c1O was read as PKA-R2B activ -8, Cardiac RTF inh -7, SR-BI uptake up -36, Rtt109 HAT inh -13, Keap1 Nrf2 FP -7, C-LANA FP 0.7, RTF Ca sens act 2, DAGLB inh -8 and CAL PDZ FP-2 0.8.
Screening Cc1cccc(C)c1NC(=S)N(Cc1ccccc1)Cc1cccnc1 returned PKA-R2B activ -3, Cardiac RTF inh 0, CAL PDZ FP-1 -7, SR-BI uptake up 32, Rtt109 HAT inh 16, Keap1 Nrf2 FP -7, C-LANA FP 0.5, RTF Ca sens act -5, DAGLB inh 0 and CAL PDZ FP-2 -1.5.

The final 2 compounds of the part above open the next one:
C=CCc1cc(/C=N/NC(=O)CSc2nnc(CCCc3ccc(OC)cc3)o2)cc(OC)c1O was read as PKA-R2B activ -8, Cardiac RTF inh -7, SR-BI uptake up -36, Rtt109 HAT inh -13, Keap1 Nrf2 FP -7, C-LANA FP 0.7, RTF Ca sens act 2, DAGLB inh -8 and CAL PDZ FP-2 0.8.
Screening Cc1cccc(C)c1NC(=S)N(Cc1ccccc1)Cc1cccnc1 returned PKA-R2B activ -3, Cardiac RTF inh 0, CAL PDZ FP-1 -7, SR-BI uptake up 32, Rtt109 HAT inh 16, Keap1 Nrf2 FP -7, C-LANA FP 0.5, RTF Ca sens act -5, DAGLB inh 0 and CAL PDZ FP-2 -1.5.
`CCCOc1ccc(CNC(=S)N/N=C/c2ccc([N+](=O)[O-])cc2)cc1` gave PKA-R2B activ -4, Cardiac RTF inh -5, CAL PDZ FP-1 -5, SR-BI uptake up -37, Rtt109 HAT inh -3, Keap1 Nrf2 FP -5, C-LANA FP -0.7, RTF Ca sens act -3, DAGLB inh 1 and CAL PDZ FP-2 -0.7.
Screening O=C(NC(Cc1ccccc1)C(=O)O)/C(=C\c1ccc(F)cc1)NC(=O)c1ccccc1 (stereo unspecified) returned PKA-R2B activ -2, Cardiac RTF inh 0, CAL PDZ FP-1 -1, SR-BI uptake up 5, Rtt109 HAT inh -2, Keap1 Nrf2 FP -1, C-LANA FP 2.1, RTF Ca sens act 3, DAGLB inh -2 and CAL PDZ FP-2 -0.2.
Cc1cc(C)c2cc(C(=O)Nc3ccccc3)[nH]c2c1 was read as PKA-R2B activ -10, Cardiac RTF inh -7, CAL PDZ FP-1 -5, SR-BI uptake up -46, Rtt109 HAT inh 3, Keap1 Nrf2 FP -1, C-LANA FP 0.3, RTF Ca sens act 5, DAGLB inh -4 and CAL PDZ FP-2 -0.8.
`CC(=O)N(/N=C/c1ccc([N+](=O)[O-])o1)c1nc2ccccc2c(=O)n1-c1ccccc1` gave PKA-R2B activ 2, Cardiac RTF inh 3, CAL PDZ FP-1 -2, SR-BI uptake up 18, Rtt109 HAT inh 4, Keap1 Nrf2 FP -3, C-LANA FP 0.2, RTF Ca sens act 6, DAGLB inh 2 and CAL PDZ FP-2 0.3.
For COc1ccc(CNC(C)C2COc3ccccc3O2)c(OC)c1 (stereo unspecified) the results were PKA-R2B activ 4, Cardiac RTF inh -2, CAL PDZ FP-1 -2, SR-BI uptake up 14, Rtt109 HAT inh -3, Keap1 Nrf2 FP -3, C-LANA FP -0.6, RTF Ca sens act -5, DAGLB inh -8 and CAL PDZ FP-2 -0.5.
COc1ccccc1-c1c(C)nn2c(N3CCN(Cc4ccccc4)CC3)cc(C)nc12 was read as PKA-R2B activ -4, Cardiac RTF inh -3, SR-BI uptake up -31, Rtt109 HAT inh 4, Keap1 Nrf2 FP 0, C-LANA FP 1.3, RTF Ca sens act 2, DAGLB inh -3 and CAL PDZ FP-2 -0.9.
Screening O=C1CCCC2=C1C(c1ccccc1)n1c(s/c(=C/c3cccc(F)c3)c1=O)=N2 (stereo unspecified) returned PKA-R2B activ -8, Cardiac RTF inh 1, CAL PDZ FP-1 1, SR-BI uptake up -36, Rtt109 HAT inh -10, Keap1 Nrf2 FP -5, C-LANA FP 0.5, RTF Ca sens act 6, DAGLB inh -3 and CAL PDZ FP-2 -0.4.
For COc1ccc(S(=O)(=O)NCC2CCC(C(=O)NCc3ccco3)CC2)cc1 (stereo unspecified) the results were PKA-R2B activ 0, Cardiac RTF inh 2, CAL PDZ FP-1 -2, SR-BI uptake up 4, Rtt109 HAT inh 7, Keap1 Nrf2 FP -2, C-LANA FP 0.6, RTF Ca sens act -2, DAGLB inh -4 and CAL PDZ FP-2 1.1.
Screening O=C(c1ccc(CSc2nc3ccncc3[nH]2)cc1)N1CCCCC1 returned PKA-R2B activ 0, Cardiac RTF inh -9, CAL PDZ FP-1 -12, SR-BI uptake up 12, Rtt109 HAT inh -3, Keap1 Nrf2 FP -4, C-LANA FP 0.7, RTF Ca sens act 1, DAGLB inh 0 and CAL PDZ FP-2 -0.8.
`COc1ccc2nc(NC(=O)CN3CCN(C)CC3)sc2c1` gave PKA-R2B activ 7, Cardiac RTF inh -12, CAL PDZ FP-1 -3, SR-BI uptake up 7, Rtt109 HAT inh 1, Keap1 Nrf2 FP 1, C-LANA FP -1.6, RTF Ca sens act 2, DAGLB inh 2 and CAL PDZ FP-2 -0.8.
Screening Nn1cnnc1SCC(=O)Nc1ccc2c(c1)OCO2 returned PKA-R2B activ -14, Cardiac RTF inh -6, CAL PDZ FP-1 -3, SR-BI uptake up 43, Rtt109 HAT inh -3, Keap1 Nrf2 FP 1, C-LANA FP -1.0, RTF Ca sens act 6, DAGLB inh 3 and CAL PDZ FP-2 -1.8.
For COc1ccc(OC)c(NC(=O)COC(=O)C2CCCCC2)c1 the results were PKA-R2B activ 2, Cardiac RTF inh 3, CAL PDZ FP-1 -1, SR-BI uptake up -12, Rtt109 HAT inh 7, Keap1 Nrf2 FP -7, C-LANA FP -0.7, RTF Ca sens act -1, DAGLB inh -7 and CAL PDZ FP-2 -1.1.
Screening Cc1noc(C)c1S(=O)(=O)N1CCCC(C(=O)c2cccc(OC(C)C)c2)C1 (stereo unspecified) returned PKA-R2B activ 3, Cardiac RTF inh 5, CAL PDZ FP-1 -4, SR-BI uptake up -38, Rtt109 HAT inh 6, Keap1 Nrf2 FP 1, C-LANA FP 0.4, RTF Ca sens act 0, DAGLB inh -8 and CAL PDZ FP-2 -0.4.
`CCN1CCN(CCCNC(=O)CCc2nc(-c3ccc(OC)cc3)no2)CC1` gave PKA-R2B activ 10, Cardiac RTF inh 8, CAL PDZ FP-1 -4, SR-BI uptake up 17, Rtt109 HAT inh -10, Keap1 Nrf2 FP -6, C-LANA FP 0.6, RTF Ca sens act -1, DAGLB inh -2 and CAL PDZ FP-2 -1.6.
